# HIV peptide binding: inhibitors of HIV fusion peptide binding, primary screen, biochemical, uHTS, fluorescence dequenching (AID 1986). cell-free peptide binding, fluorescence dequenching, 30 min; higher % means a stronger effect. inhibition, % at 20 µM, or IC50 in µM where a hit was titrated. 290,000 tested, 0.3% active; in the data active means inhibition mostly above about 52%, no sharp cut-off; inactive means mostly below about 76%; further: some results filed as inactive read as strong as hits
# GPR55 antagonists: GPR55 antagonists blocking LPI-driven arrestin recruitment, primary screen, imaging, U2OS, beta-arrestin-GFP, LPI agonist (AID 2013); U2OS GPR55 beta-arrestin-GFP translocation imaging, LPI antagonism; higher % means a stronger effect; inhibition, % at 10 µM, or IC50 in µM where a hit was titrated; 290,000 tested, 0.13% active;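 active means spots per cell inhibited over 60%, with over 100 cells counted and total cytoplasm intensity under 500,000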;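 further: U2OS cells stably carrying GPR55 and arrestin-GFP stimulated by 5 µM LPI near EC80; imaged beta-arrestin-GFP aggregate spots per cell after agonist stimulation; plate controls were LPI-stimulated DMSO wells for no effect and DMSO wells without LPI for full effect; some results filed as inactive read as strong as hits; confirmed hits need IC50 under 10 µM and bright autofluorescent wells are also inconclusive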
# KOR beta-arrestin-1: KOR antagonists, beta-arrestin recruitment, cell-based, luminescence, uHTS (AID 1778). Kappa-type opioid receptor (Homo sapiens). KOR beta-arrestin recruitment, luminescence, antagonist mode; higher % means a stronger effect. inhibition, % at 10 µM, or IC50 in µM where a hit was titrated. 290,000 tested, 0.091% active; further: strong numbers were not always called active
# Myeloid diff 2: induction of myeloid progenitor differentiation, primary screen, cell-based, flow cytometry, MLPCN library; ER-HoxA9 myeloid progenitors, lysozyme-GFP differentiation; calls only at 10 µM; 360,000 tested, 1% active;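 active means normalized GFP-positive differentiation at or above the plate's own cutoff, the solvent-only control mean plus 3 SD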;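 further: cells exposed to compound for four days before flow analysis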
# KOR beta-arrestin-2: KOR agonists, beta-arrestin recruitment, primary screen, cell-based, luminescence, uHTS (AID 1777); Kappa-type opioid receptor (Homo sapiens); one-dose activation, % at 10 µM; EC50 in µM for titrated hits; KOR beta-arrestin recruitment, luminescence; higher % means a stronger effect; 280,000 tested, 0.02% active; in the data active means activation above about 50%, passing the limit was not always enough; further: a part of the inactive calls stands beside numbers as strong as those of hits
# HEK293 NOD2/NF-kB: NOD2 signaling inhibitors, cell-based, luminescence, uHTS, HEK293 (AID 1566); HEK293 NOD2/NF-kB luciferase reporter, luminescence; higher % means a stronger effect; 290,000 tested, 0.63% active; one-dose inhibition, % at 4 µM; EC50 in µM for titrated hits; further: many of its hits are not listed in these tables
# NOD1 inhibition: NOD1 signaling inhibitors, primary screen, cell-based, luminescence, uHTS (AID 1578); inhibition, % at 4 µM, or EC50 in µM where a hit was titrated; 290,000 tested, 1% active; NOD1-driven NF-kB luciferase reporter cells, luminescence; higher % means a stronger effect; in the data active means inhibition mostly above about 36%, no sharp cut-off; inactive means mostly below about 34%;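 further: HEK-293T reporter cells stimulated with the NOD1 agonist gamma-tri-DAP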
# GPR55 beta-arrestin: GPR55 agonists via beta-arrestin recruitment, primary screen, imaging, U2OS cells, beta-arrestin-GFP redistribution (AID 1961) | U2OS GPR55 beta-arrestin-GFP redistribution imaging; higher % means a stronger effect | activation, % at 10 µM, or EC50 in µM where a hit was titrated | G-protein coupled receptor 55 (Homo sapiens) | 290,000 tested, 0.048% active;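 active means activation above 40% with more than 50 cells counted in the well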;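 further: U2OS osteosarcoma cells stably expressing GPR55 and beta-arrestin-GFP; plate controls were DMSO negative control for no effect and LPI positive control for full effect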
# GPR35 antagonists: GPR35 antagonists blocking zaprinast-driven arrestin recruitment, primary screen, imaging, U2OS, beta-arrestin-GFP, zaprinast agonist (AID 2058). G-protein coupled receptor 35 (Homo sapiens). U2OS GPR35 beta-arrestin-GFP translocation imaging, zaprinast antagonism; higher % means a stronger effect. inhibition, % at 10 µM; hits with a dose series show IC50 in µM. 290,000 tested, 0.052% active;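 active means inhibition of at least 50% with at least 30 cells and total cytoplasm GFP at most 10,000,000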
# Myeloid diff 2 GFP+ MAC1+ %: second read-out of Myeloid diff 2, no call of its own (marks repeat the call); GFP+ MAC1+ double positive, %; measured here: differentiation confirmed by MAC1 staining
# Starred values were filed as active, the others as inactive; i = inactive; . = not tested or not shown; + = active, no number; [ ] = another dose, or the depositor's remark. Unless noted, no stated cut-off is given here; in the data, active means inhibition above about 50%; inactive means the rest.
# Every second line gives: KOR beta-arrestin-2	Myeloid diff 2	Myeloid diff 2 GFP+ MAC1+ %	GPR55 beta-arrestin	HEK293 NOD2/NF-kB	KOR beta-arrestin-1	GPR35 antagonists	NOD1 inhibition	HIV peptide binding	GPR55 antagonists
1. O=C(O)c1[nH]c2ccccc2c1CC(=O)N1CCN(c2ccccc2)CC1
 : -1.6%	i	0.4	-0.2%	15.6%	-0.8%	7.4%	-20.9%	2.0%	3.0%
2. COc1ccc(-n2c(SCC(=O)N3CCc4ccccc43)nnc2-c2c[nH]c3ccccc23)cc1
 : -2.6%	i	2.7	-0.2%	17.0%	-15.0%	10.7%	-15.5%	0.5%	11.2%
3. Cc1ccc(OCC(=O)Oc2c(C)cccc2C)cc1
 : -3.2%	i	0.4	-0.1%	-11.4%	-41.6%[20 µM]	13.0%	-33.8%	-0.5%	4.4%
4. CCOC(=O)C1CCN(C(=O)Nc2ccc3c(c2)nc(C)n3C)CC1
 : -2.1%	.	.	0.0%	6.6%	-25.5%	7.6%	2.6%	-2.7%	0.8%
5. CN(C)C(CNC(=O)NC1CCCCC1)c1cccnc1 (stereo unspecified)
 : 1.0%	i	1.1	0.2%	14.1%	6.4%	-5.1%	18.3%	0.4%	19.9%
6. CC(C)c1ccccc1OCC(=O)NCC(c1cccs1)N1CCOCC1 (stereo unspecified)
 : 2.0%	i	0.7	0.0%	-9.5%	-12.4%	2.4%	-10.5%	-1.5%	-6.9%
7. CCN1CCN(c2ncnc3sc(C)c(-c4ccccc4)c23)CC1
 : -3.6%	i	0.4	-0.2%	35.6%	11.3%	-6.0%	-8.6%	-0.1%	-4.5%
8. CCCCCOC(=O)CCN1C(=O)/C(=C2\SC(=S)N(CCC(=O)OCCCCC)C2=O)SC1=S
 : 6.0%	i	0.6	0.5%	-15.5%	7.9%	6.5%	-8.8%	-1.0%	-1.6%
9. Cc1cccc(C)c1OCCSc1nc2ccccc2n1CC(=O)O
 : -4.5%	i	0.6	-0.2%	-14.6%	-10.9%[20 µM]	-2.4%	-40.6%	2.5%	1.8%
10. COc1cccc(NC(=O)CN(C)C(C)C(=O)Nc2ccc(C#N)cc2)c1 (stereo unspecified)
 : -2.1%	i	0.2	-0.3%	5.6%	0.2%	6.0%	-16.0%	2.9%	6.7%
11. COc1cccc(/C=C/c2[nH]c(=O)[nH]c(=O)c2[N+](=O)[O-])c1O
 : -5.4%	i	0.4	0.0%	8.7%	-23.5%	2.0%	-5.0%	-0.6%	4.3%
12. CCCNc1c(NC(=O)C2CCC(C)CC2)c(=O)oc2ccccc12 (stereo unspecified)
 : 1.8%	i	1.8	-0.1%	-5.2%	-1.0%	-7.6%	-33.3%	-0.4%	9.3%
13. COC(=O)c1ccccc1NC(=S)NC(C)=O
 : 0.9%	i	0.7	0.2%	7.9%	-54.7%[20 µM]	0.5%	-15.6%	-0.4%	-3.3%
14. COc1ccc(C2CC(c3cccs3)=NN2c2nc(C)c(C(C)=O)s2)cc1OC (stereo unspecified)
 : -3.8%	i	0.0	0.0%	-3.7%	1.5%	-16.7%	-24.6%	-0.6%	17.1%
15. CCCN1C(=S)SC(C)(C)C1/[N+]([O-])=C/c1cccnc1 (stereo unspecified)
 : 6.4%	i	0.0	-0.1%	8.0%	-94.8%	-3.6%	-3.3%	-0.1%	-2.7%
16. CN1CCN(CC(=O)Nc2sc3c(c2C(=O)Nc2ccccc2)CCCC3)CC1
 : -0.3%	i	4.2	0.6%	5.6%	14.7%	-8.7%	-30.2%	-0.1%	14.3%
17. CCOC(=O)c1ccc(NC(=O)C2CCCO2)cc1 (stereo unspecified)
 : 4.7%	i	0.4	-0.1%	-21.8%	-12.8%	16.6%	-42.4%	10.4%	3.9%
18. O=C(NCCN1CCOCC1)c1ccc2c(c1)ncn2C1CCCC1
 : -3.5%	i	0.8	-0.2%	13.0%	11.7%	-9.0%	-17.9%	1.3%	11.2%
19. COc1ccccc1-c1ccc(/C=C2/C=C(C)OC2=O)o1
 : -2.1%	i	1.6	-0.1%	-3.1%	44.5%	6.6%	-36.5%	48.6%	4.5%
20. CCn1c(SCC(=O)N/N=C/C=C/c2ccco2)nnc1-c1ccc(OC)cc1
 : 0.2%	i	0.1	0.1%	1.9%	-71.7%	18.6%	17.5%	23.2%	19.6%
21. O=C(NCc1ccccc1Cl)C1CCCN1S(=O)(=O)c1ccccc1F (stereo unspecified)
 : -3.3%	i	3.3	1.0%	-10.4%	-1.0%	12.9%	10.4%	2.8%	-13.3%
22. Cc1cc(NC(=O)CCSc2ccc(Cl)cc2)no1
 : -4.8%	i	0.1	-0.1%	11.0%	-16.7%[20 µM]	-7.0%	-15.8%	0.3%	0.0%
23. O=C(C[n+]1cccc(Br)c1)c1ccc(-c2ccccc2)cc1
 : -7.0%	i	0.6	0.4%	7.9%	-6.3%	-9.7%	0.4%	-0.8%	-3.7%
24. Cc1noc(/C=C/N(C)C)c1S(=O)(=O)N1CCc2ccccc21
 : -2.5%	i	3.0	-0.3%	-1.1%	-38.9%	-2.8%	-13.3%	0.6%	3.9%
25. S=c1[nH]nc(COc2ccc3ccccc3c2)o1
 : -1.9%	i	1.0	0.1%	3.2%	11.6%	21.3%	-14.0%	12.7%	-6.6%
26. CCC(Sc1ccc2nnc(CCNS(=O)(=O)c3ccc(OC)cc3)n2n1)C(=O)OC (stereo unspecified)
 : -0.6%	i	0.4	0.2%	9.2%	-11.4%	4.5%	-15.7%	-1.1%	9.8%
27. CCN1C(=O)N(CC)C2C1N(C(C)=O)C(=O)N2C(C)=O (stereo unspecified)
 : 2.9%	i	1.7	0.4%	0.9%	-16.0%	-4.1%	-26.2%	0.1%	8.7%
28. CCn1c(C(C)C)n[nH]c1=S
 : 0.2%	i	0.1	0.0%	1.8%	9.9%	-4.8%	-2.7%	3.6%	6.1%
29. O=C(Cn1c(=O)oc2cc(S(=O)(=O)NCc3ccccc3)ccc21)NCc1ccco1
 : -5.3%	i	1.8	0.2%	5.2%	-42.1%	-22.8%	6.3%	-3.1%	-4.7%
30. Cc1ccccc1/C=N/N1CCN(c2ccccc2)CC1
 : 8.3%	i	1.7	-0.3%	-30.9%	14.9%	-3.2%	-56.0%	1.0%	6.0%

# The final two entries of the section above lead into the next.
# Every second line gives: KOR beta-arrestin-2	Myeloid diff 2	Myeloid diff 2 GFP+ MAC1+ %	GPR55 beta-arrestin	HEK293 NOD2/NF-kB	KOR beta-arrestin-1	GPR35 antagonists	NOD1 inhibition	HIV peptide binding	GPR55 antagonists
29. O=C(Cn1c(=O)oc2cc(S(=O)(=O)NCc3ccccc3)ccc21)NCc1ccco1
 : -5.3%	i	1.8	0.2%	5.2%	-42.1%	-22.8%	6.3%	-3.1%	-4.7%
30. Cc1ccccc1/C=N/N1CCN(c2ccccc2)CC1
 : 8.3%	i	1.7	-0.3%	-30.9%	14.9%	-3.2%	-56.0%	1.0%	6.0%
31. CCN(CC)c1ccc(NC(=O)CN2CCN(CC(=O)Nc3ccccc3F)CC2)cc1
 : -0.8%	i	0.6	-0.1%	-13.7%	12.9%	1.0%	5.3%	0.4%	6.8%
32. Cc1ccc(S(=O)(=O)CCSc2cccc(C(=O)Nc3ccccc3C(=O)O)c2)cc1
 : 13.5%	i	0.3	-0.3%	3.1%	-10.5%	-1.5%	5.5%	51.2%*	1.5%
33. CCN(CC(=O)NCc1ccc(Cl)cc1)C(=O)c1oc2ccccc2c1C
 : -2.7%	i	3.9	-0.3%	-5.4%	20.9%	1.0%	-24.2%	0.7%	-0.2%
34. CN(C)C(=O)C(NC(=O)c1ccccc1)=C(Cl)Cl
 : -5.0%	i	0.9	-0.1%	-18.6%	13.2%	-15.9%	-28.3%	2.0%	4.8%
35. O=S(=O)(NCCCN1CCOCC1)c1ccc2c(c1)OCCO2
 : 2.5%	i	0.1	-0.3%	-3.1%	-12.4%	6.0%	-26.5%	0.0%	-1.7%
36. O=C(CN1CCN(C(=O)c2ccco2)CC1)Nc1ccc(Br)cc1
 : 2.3%	i	0.3	0.3%	-4.0%	-15.3%	13.4%	6.9%	-1.4%	-4.8%
37. CS(=O)(=O)NCC(c1cccnc1)N1CCN(c2ccc(F)cc2)CC1 (stereo unspecified)
 : 4.5%	i	1.1	0.6%	8.8%	5.9%	10.4%	-8.2%	-0.9%	1.4%
38. Cc1nc(C)c(-c2nnc(-c3ccc(C(C)(C)C)cc3)o2)cc1C(=O)NN
 : 2.9%	+	.	0.5%	-36.5%	17.5%	1.8%	-35.0%	-2.5%	13.6%
39. C/C(=N\O)C(=O)OC1CC(C)CCC1C(C)C (stereo unspecified)
 : -1.7%	i	0.9	-0.3%	8.5%	3.1%	10.5%	10.0%	0.9%	15.2%
40. COC(=O)c1ccc(C(=O)NCCCCO)cc1
 : -0.4%	i	0.5	0.1%	10.2%	7.5%	7.5%	-21.5%	0.0%	-4.6%
41. CC(=O)Nc1ccc(S(=O)(=O)NCC(=O)OCC(=O)c2cc(C)n(-c3ccc4c(c3)OCO4)c2C)cc1
 : -1.6%	i	0.7	-0.2%	-7.6%	-2.6%	1.0%	-25.5%	9.2%	2.2%
42. COc1ccc(N(CC(=O)NC2CCCC2)C(=O)c2ccc(N3CCCCC3)nc2)cc1
 : 1.2%	i	1.8	-0.2%	0.9%	-9.8%	0.6%	-13.0%	0.5%	2.7%
43. CCOc1ccc(/C=N/OCC(=O)NCc2cccs2)cc1
 : -5.2%	i	0.2	-0.1%	13.9%	10.0%	-5.0%	-0.6%	-1.4%	-1.9%
44. CCNc1nc(NCC)nc(OCCOC(=O)COc2ccc(Cl)cc2Cl)n1
 : 1.5%	i	1.0	0.1%	-9.0%	-1.1%	7.8%	-8.3%	3.8%	-2.3%
45. COc1ccc(COC(=O)c2nc3nc(C)cc(C)n3n2)cc1F
 : -2.3%	i	0.5	0.3%	11.1%	-39.4%	3.5%	5.5%	-2.3%	9.2%
46. CCSc1nc(O)c(Cc2ccccc2)c(=O)[nH]1
 : -1.3%	i	0.8	-0.1%	-3.4%	-20.7%	7.8%	-23.5%	8.1%	3.6%
47. O=[N+]([O-])c1cc(S(=O)(=O)N2CCCCC2)ccc1NCCN1CCOCC1
 : 0.8%	i	0.0	0.5%	5.7%	-26.4%	11.4%	-47.2%	0.6%	-0.6%
48. COc1ccc(S(=O)(=O)N2CCN(c3ncccn3)CC2)cc1OC
 : 7.0%	i	0.5	-0.2%	-2.3%	-14.7%[20 µM]	5.4%	45.6%	-2.1%	5.8%
49. CCOC(=O)c1c(C)[nH]c(N=Nc2ccc(C)cc2C)c1C
 : -1.0%	i	1.4	0.2%	-25.2%	-29.2%	26.0%	.	-4.0%	-7.4%

# Screens deposited in PubChem by several laboratories.

# A portion of the library; the hit share may differ from the screen's.
